Bioassay records: PubChem BioAssay, National Center for Advancing Translational Sciences (NCATS)
Giardia FBPA inh: inhibitors of Giardia lamblia fructose-1,6-bisphosphate aldolase; A8B2U2; purified Giardia FBPA; Potency, µM (top dose mostly 59.6 µM), without a hit: at the highest dose activity, negative = inhibition, usual class: inhibitors; 290,000 compounds, 0.71% hits; also: potency is read from the fitted curve at half-maximal effect; % is scaled to controls: 0 for no effect and ±100 for the full control effect; nearly all actives have a fitted effect of over 55% in size
Target sequence (A8B2U2 whole entry, looked up): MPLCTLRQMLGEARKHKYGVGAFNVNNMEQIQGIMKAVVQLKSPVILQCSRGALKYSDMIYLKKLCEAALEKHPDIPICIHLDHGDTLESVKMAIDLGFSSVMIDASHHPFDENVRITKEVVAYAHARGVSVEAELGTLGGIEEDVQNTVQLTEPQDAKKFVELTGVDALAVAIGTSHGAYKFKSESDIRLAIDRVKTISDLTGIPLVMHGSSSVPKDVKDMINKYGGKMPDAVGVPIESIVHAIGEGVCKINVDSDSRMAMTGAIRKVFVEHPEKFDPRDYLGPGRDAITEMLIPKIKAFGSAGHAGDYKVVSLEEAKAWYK
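40 nM FBPA preincubated 10 min at RT with compound (up to 57.5 uM final), then substrate plus GAPDH/TPI/NAD/arsenate coupling and diaphorase/resazurin added. Fluorescence read after 20 min at RT, 525/598 nm.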
Shiga inhibitor: inhibitors of Shiga toxin in Vero cells. AID 2315. inhibition, % at 38.7 µM. Vero cells, Shiga toxin protein synthesis inhibition reporter. 290,000 compounds, 9.2% hits; in the data active = inhibition mostly above about 28%, no sharp cut-off; inactive = mostly below about 43%; also: 0% is about no effect
Pf growth 96h: P. falciparum growth inhibition at 96 hour, primary screen for plastid delayed-death inhibitors. AID 504834. 320,000 compounds, 6.9% hits. Potency, µM (series often up to 28.7 µM), for the others: top-dose activity change, negative = inhibition, actives largely listed as inhibitors. P. falciparum luciferase reporter growth, 96 h; also: potency is read from the fitted curve at half-maximal effect; % is scaled to controls: 0 for no effect and ±100 for the full control effect
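P. falciparum expressing integrated firefly luciferase grown in erythrocytes (2% hematocrit, 0.05% parasitemia final) with compounds for 96 hours at 37 C, 5% CO2. Growth inhibition read as loss of luminescence after adding luciferase detection reagent.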
Cycloheximide cs: affects cycloheximide protein synthesis inhibition readout, counter-screen; cell reporter, cycloheximide protein synthesis inhibition counterscreen; max response, %; 300,000 compounds, 12% hits; in the data active = max response mostly above about 13%, no sharp cut-off; inactive = mostly below about 14%; also: read at 38.3 µM for the half of the compounds with a filed dose; 0% is about no effect
Pf growth 48h: P. falciparum growth inhibition at 48 hours (one generation); P. falciparum luciferase growth in erythrocytes, 48 h; Potency, µM (doses to about 28.7 µM), inactives show top-dose activity change, negative = inhibition, usual class: inhibitors; 310,000 compounds, 5.9% hits; also: potency is read from the fitted curve at half-maximal effect; % is scaled to controls: 0 for no effect and ±100 for the full control effect
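Read-out is firefly luciferase luminescence from an integrated reporter in P. falciparum, so falling signal marks reduced parasite growth. Infected erythrocytes were at 2% hematocrit and 0.1% parasitemia (final) in Albumax-supplemented RPMI 1640.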
Sm TGR inh: inhibitors of Schistosoma mansoni thioredoxin glutathione reductase. purified TGR, DTNB reduction, TNB absorbance 405 nm. 360,000 compounds, 3% hits. Q962Y6. Potency, µM (highest dose often 114 µM), inactives show at the top dose activity change, negative = inhibition, hits mostly inhibitors; also: potency is read from the fitted curve at half-maximal effect; % is scaled to controls: 0 for no effect and ±100 for the full control effect; nearly all actives have a fitted effect of over 60% in size
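TGR 20 nM + NADPH 100 uM (dispensed conc.), cpd preinc 15 min RT; start with NADPH (500 uM addition) then DTNB (15 mM addition). Kinetic TNB absorbance, 405 nm filter. Four-parameter Hill fit across titration.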
Starred values were filed as active, the others as inactive; [ ] = remark or other dose. Unless noted, calls follow the shape of the dose curve; as a rule, active = well fitted curve in the direction sought with a large enough effect; inconclusive = small, poorly fitted or top-dose-only effect, or another doubt; inactive = no such curve, though single readings can be large; an effect the other way counts as inactive or inconclusive.

CC1CC(C)CN(C(=O)C2CCCN(S(=O)(=O)c3cnc[nH]3)C2)C1 (configuration not stated) was read as Giardia FBPA inh 8%, Shiga inhibitor 1, Pf growth 96h 18%, Cycloheximide cs 0, Pf growth 48h inconclusive and Sm TGR inh 7%.
Screening c1ccc(Cc2noc(CN3CCCN(C4Cc5ccccc5C4)CC3)n2)cc1 returned Giardia FBPA inh -8%, Shiga inhibitor 6, Pf growth 96h 4%, Cycloheximide cs 1, Pf growth 48h inconclusive and Sm TGR inh 25µM*.
For CCCSc1nnc(CN2CCOCC2)n1C the results were Giardia FBPA inh 2%, Shiga inhibitor -1, Pf growth 96h 12%, Cycloheximide cs -1, Pf growth 48h 10% and Sm TGR inh -4%.
`O=C(NCCN1CCOCC1)Nc1ccc(Cl)cc1` gave Giardia FBPA inh 2%, Shiga inhibitor 22, Pf growth 96h 4.7µM*, Cycloheximide cs 13*, Pf growth 48h 31%[activator] and Sm TGR inh 5%.
`Oc1c(Br)cc(Br)cc1CN1CCN(Cc2ccccc2)CC1` gave Giardia FBPA inh -12%, Shiga inhibitor -2, Cycloheximide cs 0, Pf growth 48h 1.9µM* and Sm TGR inh -6%.
COc1ccc(S(=O)(=O)NCCCCC(=O)O)cc1C(=O)O was read as Giardia FBPA inh 0%, Shiga inhibitor 6, Pf growth 96h 12%, Cycloheximide cs -2, Pf growth 48h -3% and Sm TGR inh -11%.
Cc1oc2cc(OCc3cnn(-c4ccccc4)c3)ccc2c(=O)c1Oc1ccccc1F was read as Giardia FBPA inh 1%, Shiga inhibitor -12, Pf growth 96h -15%, Cycloheximide cs -1, Pf growth 48h -20% and Sm TGR inh 2%.
`O/N=C1\CCCc2c1nc(-c1ccccc1F)n2O` gave Giardia FBPA inh -24%, Shiga inhibitor 18, Pf growth 96h 0%, Cycloheximide cs 1, Pf growth 48h 30% and Sm TGR inh 0%.
`CC(C)C(=O)Nc1ccc(NC(=S)NC(=O)c2cc3ccccc3o2)cc1` gave Giardia FBPA inh -4%, Shiga inhibitor -8, Pf growth 96h inconclusive, Cycloheximide cs 7, Pf growth 48h -14% and Sm TGR inh 0%.
Screening Cc1ccc(C(=O)C[n+]2ccccc2)cc1 returned Giardia FBPA inh -1%, Shiga inhibitor 36*, Pf growth 96h 16%, Cycloheximide cs 25*, Pf growth 48h 44%[activator] and Sm TGR inh 1%.
`COc1cc([C@@H]2c3cc4c(cc3[C@@H](O)[C@@H](CO)[C@@H]2CO)OCO4)cc(OC)c1O[Si](C)(C)C(C)(C)C` gave Giardia FBPA inh -15%, Shiga inhibitor -16, Pf growth 96h inconclusive, Cycloheximide cs -9, Pf growth 48h 9.3µM* and Sm TGR inh -5%.
CSCCC(NS(=O)(=O)c1ccccc1)C(=O)Nc1nccs1 (configuration not stated) was read as Pf growth 96h 55%[activator], Pf growth 48h 27% and Sm TGR inh -12%.
`Cc1ccc(N(C(=O)c2snc(C(N)=O)c2N)C(C(=O)NCC2CCCO2)c2ccc(C)o2)c(C)c1` (configuration not stated) gave Giardia FBPA inh -5%, Shiga inhibitor -20, Pf growth 96h inconclusive, Cycloheximide cs 4, Pf growth 48h inconclusive and Sm TGR inh inconclusive.
Screening COc1ccc(NC(=O)CSc2nnnn2-c2ccc(OC)cc2)cc1 returned Giardia FBPA inh 2%, Shiga inhibitor -40, Cycloheximide cs -1, Pf growth 48h 46%[activator] and Sm TGR inh 0%.
`O=C(c1c(F)cccc1F)N(Cc1ccccn1)C1CC1` gave Giardia FBPA inh -2%, Shiga inhibitor 56, Cycloheximide cs 24*, Pf growth 48h 0% and Sm TGR inh 1%.
`CC(=O)N1CCN(C(=O)C2(NC(=O)Nc3cccc(F)c3)CCCCC2)CC1` gave Giardia FBPA inh 2%, Shiga inhibitor -8, Pf growth 96h 66%[activator], Cycloheximide cs -2, Pf growth 48h 33%[activator] and Sm TGR inh -5%.
Screening CC(NS(=O)(=O)c1ccccc1Cl)C1CC2CCC1C2 (configuration not stated) returned Giardia FBPA inh -17%, Shiga inhibitor 10, Pf growth 96h -2%, Cycloheximide cs 0, Pf growth 48h -33% and Sm TGR inh 3%.
For Cc1nnc(NC(=O)Nc2ccc(Cl)c(Cl)c2)s1 the results were Giardia FBPA inh 9%, Shiga inhibitor -3, Pf growth 96h -59%, Cycloheximide cs -2, Pf growth 48h -17% and Sm TGR inh -10%.
O=C(O)CNS(=O)(=O)c1cc(Cl)c(Cl)cc1Cl was read as Giardia FBPA inh 10%, Shiga inhibitor -3, Pf growth 96h 41%[activator], Cycloheximide cs -4, Pf growth 48h 5% and Sm TGR inh 10%.
Screening CN(c1ccc(C(=O)Nc2ccccc2C(=O)N2CCCC2)cc1)S(C)(=O)=O returned Giardia FBPA inh 8%, Shiga inhibitor 10, Cycloheximide cs -2, Pf growth 48h -1% and Sm TGR inh -3%.

Next part; it opens with the 3 that closed the last part.
For Cc1nnc(NC(=O)Nc2ccc(Cl)c(Cl)c2)s1 the results were Giardia FBPA inh 9%, Shiga inhibitor -3, Pf growth 96h -59%, Cycloheximide cs -2, Pf growth 48h -17% and Sm TGR inh -10%.
O=C(O)CNS(=O)(=O)c1cc(Cl)c(Cl)cc1Cl was read as Giardia FBPA inh 10%, Shiga inhibitor -3, Pf growth 96h 41%[activator], Cycloheximide cs -4, Pf growth 48h 5% and Sm TGR inh 10%.
Screening CN(c1ccc(C(=O)Nc2ccccc2C(=O)N2CCCC2)cc1)S(C)(=O)=O returned Giardia FBPA inh 8%, Shiga inhibitor 10, Cycloheximide cs -2, Pf growth 48h -1% and Sm TGR inh -3%.
COc1ccc(C2CC(C(F)(F)F)n3nc(C(=O)O)c(Br)c3N2)cc1 (configuration not stated) was read as Giardia FBPA inh 9%, Shiga inhibitor -11, Pf growth 96h -11%, Cycloheximide cs 5 and Sm TGR inh 0%.
`COC(=O)c1c(NC(=O)CN2CCC3(O)CCCCC3C2c2ccccc2OC)sc(C)c1C` (configuration not stated) gave Giardia FBPA inh -4%, Shiga inhibitor -1, Pf growth 96h inconclusive, Cycloheximide cs 6, Pf growth 48h 5.2µM* and Sm TGR inh 19%.
Screening CCN(CC)S(=O)(=O)c1cccc(C(=O)NNC(=O)c2ccc3[nH]c(=O)c(=O)[nH]c3c2)c1 returned Giardia FBPA inh 0%, Shiga inhibitor 15, Pf growth 96h 18%, Cycloheximide cs -2, Pf growth 48h 39%[activator] and Sm TGR inh 0%.
For CC(C)CN(C(=O)COC(=O)c1ccc(Cl)nc1)c1c(N)n(Cc2ccccc2)c(=O)[nH]c1=O the results were Pf growth 96h 30%, Pf growth 48h 8% and Sm TGR inh inconclusive.
Screening COC(=O)CC1=C(C(=O)OC)C2(C(=O)Nc3c(C)cccc32)C(C#N)=C(N)O1 (configuration not stated) returned Giardia FBPA inh inconclusive, Shiga inhibitor 3, Pf growth 96h inconclusive, Cycloheximide cs -3, Pf growth 48h inconclusive and Sm TGR inh 6%.
For CC1=C(C(=O)OCc2ccccc2)C(c2cccnc2)n2nnnc2N1 (configuration not stated) the results were Giardia FBPA inh -20%, Shiga inhibitor -29, Pf growth 96h inconclusive, Cycloheximide cs -7, Pf growth 48h -13% and Sm TGR inh -1%.
Screening O=C(c1ccc(F)cc1)C1CCN(C(=O)c2ccc(F)cc2)CC1 returned Giardia FBPA inh 9%, Shiga inhibitor -1, Pf growth 96h inconclusive, Cycloheximide cs 1, Pf growth 48h 38% and Sm TGR inh -21%.
`S=C(c1cn(Cc2ccccc2)c2ccccc12)N1CCOCC1` gave Giardia FBPA inh -16%, Shiga inhibitor 13, Pf growth 96h inconclusive, Cycloheximide cs -2, Pf growth 48h -3% and Sm TGR inh -3%.
O=C(NCc1ccc2c(c1)OCO2)c1c(O)c2cccc3c2n(c1=O)CCC3 was read as Giardia FBPA inh 0%, Shiga inhibitor -9, Pf growth 96h inconclusive, Cycloheximide cs -4 and Sm TGR inh 14%[11.4 µM].
O=C(N/N=C/C=C/c1ccccc1)c1ccncc1 was read as Giardia FBPA inh inconclusive, Shiga inhibitor -20, Pf growth 96h 18%, Cycloheximide cs 0, Pf growth 48h 28% and Sm TGR inh -7%.
Screening O=C(CN(c1ccccc1)S(=O)(=O)c1ccccc1)N1CCOCC1 returned Giardia FBPA inh 3%, Shiga inhibitor 17, Pf growth 96h 1%, Cycloheximide cs -2 and Pf growth 48h 0%.
For COc1ccccc1S(=O)(=O)Nc1cccc(-c2nnc3n2CCCCC3)c1 the results were Giardia FBPA inh 6%, Shiga inhibitor -8, Pf growth 96h inconclusive, Cycloheximide cs -2, Pf growth 48h -2% and Sm TGR inh 7%.
For COC(=O)c1cccc(NC(=O)CSc2nnc(-c3ccco3)o2)c1 the results were Giardia FBPA inh 0%, Shiga inhibitor 3, Pf growth 96h -6%, Cycloheximide cs -5, Pf growth 48h 64%[activator] and Sm TGR inh -8%.
Screening COc1ccc(C2CC(c3ccccc3)=NN2c2ccc(Cl)c(C(=O)O)c2)cc1 (configuration not stated) returned Giardia FBPA inh 2%, Shiga inhibitor 45*, Pf growth 96h inconclusive, Cycloheximide cs 26*, Pf growth 48h -1% and Sm TGR inh 6%.
Cc1cc(C)cc(C(=O)N2CC(C)SC2=Nc2cccc(S(=O)(=O)N(C)C)c2)c1 (configuration not stated) was read as Giardia FBPA inh -13%, Shiga inhibitor -12, Pf growth 96h inconclusive, Cycloheximide cs -2, Pf growth 48h 13µM* and Sm TGR inh 1%.
`O=C(CNC(=O)c1ccc([N+](=O)[O-])cc1)N/N=C\c1ccc(OC(=O)c2ccccc2)cc1` gave Giardia FBPA inh 10%, Shiga inhibitor 8, Cycloheximide cs 6, Pf growth 48h inconclusive and Sm TGR inh -10%.
For CCC(C)[C@H](NC(=O)C1CCN(C(=O)[C@H](Cc2ccccc2)NC(=O)OC(C)(C)C)CC1)C(=O)O (some centres not stated) the results were Giardia FBPA inh 9%, Shiga inhibitor 2, Pf growth 96h -7%, Cycloheximide cs -2, Pf growth 48h -9% and Sm TGR inh -21%.
Screening COc1ccc(C2NC(=O)NC(C)=C2C(=O)Nc2cc(C)ccc2C)cc1OC (configuration not stated) returned Giardia FBPA inh 3%, Shiga inhibitor -7, Pf growth 96h 238%[activator], Cycloheximide cs -5, Pf growth 48h 0% and Sm TGR inh 9%.
For COc1ccc(CCC(=O)N2CCN(C3CCCCC3)CC2)cc1 the results were Giardia FBPA inh 3%, Shiga inhibitor -6, Pf growth 96h 24%, Cycloheximide cs 6, Pf growth 48h -4% and Sm TGR inh 2%.
Screening Nc1c(C(=O)NCCN2CCOCC2)c2nc3ccccc3nc2n1CCc1ccccc1F returned Giardia FBPA inh -5%, Shiga inhibitor -12, Pf growth 96h 13µM*, Cycloheximide cs -3, Pf growth 48h inconclusive and Sm TGR inh 4%.
Screening Nc1nc2c(c3c1c(=O)oc1ccccc13)CCCCC2 returned Giardia FBPA inh -10%, Shiga inhibitor -31, Pf growth 96h -8%, Cycloheximide cs -9, Pf growth 48h -6% and Sm TGR inh -2%.
Screening COCCCn1c(SCC(=O)NC2CCS(=O)(=O)C2)nnc1-c1ccc(Cl)cc1 (configuration not stated) returned Pf growth 96h 23%, Pf growth 48h 13% and Sm TGR inh inconclusive.
For O=C(CC(C(=O)O)c1ccccc1)Nc1cccc2ccccc12 (configuration not stated) the results were Giardia FBPA inh -7%, Shiga inhibitor 1, Pf growth 96h 21%, Cycloheximide cs 2, Pf growth 48h 5% and Sm TGR inh -11%.
COc1ccccc1-c1cc(C(=O)Nc2ccccc2SC)no1 was read as Giardia FBPA inh 12%, Shiga inhibitor 50, Pf growth 96h -9%, Cycloheximide cs 14, Pf growth 48h 47%[activator] and Sm TGR inh 0%.
